GLP-1R inv ag: qHTS of GLP-1 Receptor Inverse Agonists (Inhibition Mode) | HEK293 GLP-1R CRE-luciferase, luminescence, 24 h; GLP-1R form is constitutively active | Potency, µM (doses to about 38.3 µM), for inactives: at the highest dose activity change, negative = inhibition, most hits filed as inhibitors | actives 1.6% (n = 410,000) | AID 624417, 2012; also: % is scaled to controls: 0 for no effect and ±100 for the full control effect; nearly all actives have a fitted effect of over 55% in size
Target sequence (P43220 whole entry, looked up): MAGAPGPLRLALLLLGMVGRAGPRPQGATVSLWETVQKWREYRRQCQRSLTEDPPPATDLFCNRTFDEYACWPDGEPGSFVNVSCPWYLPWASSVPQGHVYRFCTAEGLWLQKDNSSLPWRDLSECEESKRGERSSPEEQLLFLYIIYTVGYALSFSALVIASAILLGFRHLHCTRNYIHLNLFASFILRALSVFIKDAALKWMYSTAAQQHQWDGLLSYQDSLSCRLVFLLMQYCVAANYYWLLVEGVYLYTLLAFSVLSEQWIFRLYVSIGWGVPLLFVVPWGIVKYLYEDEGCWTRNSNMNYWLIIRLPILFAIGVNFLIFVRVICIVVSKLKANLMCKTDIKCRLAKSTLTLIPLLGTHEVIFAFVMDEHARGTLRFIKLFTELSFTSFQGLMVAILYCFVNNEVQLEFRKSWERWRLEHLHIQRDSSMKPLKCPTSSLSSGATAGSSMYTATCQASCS
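Constitutively active GLP-1R drives a cAMP-responsive luciferase in stably transfected HEK293 cells; test compounds are added after overnight (12 h) attachment and left 24 hr, and signal loss in luminescence marks inhibition.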
HT1080NT lethal: qHTS for induction of synthetic lethality in tumor cells producing 2HG: qHTS for the HT-1080-NT fibrosarcoma cell line. HT-1080-NT fibrosarcoma viability, CellTiter-Glo ATP luminescence, 48 h. Potency, µM (top dose mostly 46.1 µM), without a hit: at the highest dose activity, negative = less viability, actives largely listed as cytotoxic. actives 1.6% (n = 360,000);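 also: NT is the 2HG producing partner of a matched IDH1 knockdown line; 0% = DMSO-treated cells and -100% = media-only wells without cells; nearly all actives have a fitted effect of over 55% in size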
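Toxicity toward the 2HG-producing NT line was scored as %Activity, normalised to DMSO and no-cell wells, from CellTiter-Glo luminescence after 48 hours' treatment.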
HT1080 IDH1KD tx: qHTS for induction of synthetic lethality in tumor cells producing 2HG: qHTS for the HT-1080-IDH1KD cell line | actives 2% (n = 360,000) | Potency, µM (titrated, usually from 46.1 µM), inactives show at the highest dose activity, negative = toxicity, usual class: cytotoxic | HT-1080 IDH1 knockdown viability, ATP luminescence, 48 h | AID 686971, 2013;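 also: 0% = DMSO wells and -100% = cell-free medium wells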
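Knockdown cells (IDH1KD HT-1080) received compounds 2 h after plating at 750 cells/well and were kept 48 h at 37 °C in 5% FBS RPMI. A CellTiter-Glo luminescence read gave % activity for curve fitting.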
SW480 rereplic: A quantitative high throughput screen for small molecules that induce DNA re-replication in SW480 colon adenocarcinoma cells; SW480 DNA re-replication, Hoechst DNA content imaging, 48 h; Potency, µM (top dose mostly 46.1 µM), inactives show top-dose re-replication activation, hits mostly activators; actives 1.8% (n = 340,000); AID 624297, 2012; also: % of control where 0% means no effect; nearly all actives have a fitted effect of over 55% in size
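Quantitative HTS format with DMSO vehicle controls; 48 hr drug incubation at 37 C, then 40 min Hoechst staining and scanning imager measurement at 405 nm excitation.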
GLP1R cytotox: qHTS of GLP-1 Receptor Inverse Agonists: Cytotox Screen | actives 0.13% (n = 410,000) | Potency, µM (highest dose often 38.3 µM), for inactives: at the top dose activity change, negative = inhibition, most hits filed as inhibitors | HEK293 cAMP-luciferase reporter cells, luminescence, 24 h;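 also: loss of luciferase light is scored as toxicity; % is scaled to controls: 0 for no effect and ±100 for the full control effect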
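Step one: seed cells (200 cells/uL, DMEM with 10% Nu serum, 1% pen-strep). Step two: 12-hour incubation at 37 deg C. Step three: pin 23 nL compound, incubate 24 hr. Step four: add luciferase reagent, read luminescence 12 min later.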
GLP1R ag: qHTS of GLP-1 Receptor Agonists; Potency, µM (doses to about 45.6 µM), for inactives: top-dose activation, hits mostly activators; Glucagon-like peptide 1 receptor (Homo sapiens), P43220; AID 624172, 2012; HEK293 GLP-1R CRE-luciferase, luminescence, 4-6 h; cells express a hypersensitive GLP-1R form; actives 0.007% (n = 380,000); also: % of control where 0% means no effect
KB-V1 MDR tox: qHTS assay for MDR1-selective chemotherapeutics: Primary screen using the drug-selected MDR subline cells KB-V1 | KB-V1 MDR cells viability, CellTiter-Glo, 72 h | Potency, µM (series often up to 46.1 µM), for inactives: at the highest dose activity change, negative = cytotoxicity, hits mostly cytotoxic | actives 3.4% (n = 400,000) | AID 1347076, 2019; also: % is scaled to controls: 0 for no effect and ±100 for the full control effect; nearly all actives have a fitted effect of over 60% in size
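Cytotoxicity via CellTiter-Glo luminescence after 72 h compound exposure at 37 degrees C. Cells: drug-selected KB-V1 line, DMEM phenol-red free plus 10% FBS. Compounds tested at multiple concentrations; normalized data fitted to concentration-effect curves.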
TDP43 rescue: qHTS of TDP-43 Inhibitors. TDP-43 expressing yeast growth rescue, BacTiter-Glo, 24 h. Potency, µM (highest dose often 46.1 µM), for the others: at the highest dose growth rescue (activation), hits mostly activators. actives 1.8% (n = 410,000). AID 652104, 2013; also: % of control where 0% means no effect; nearly all actives have a fitted effect of over 50% in size
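Growth rescue of TDP-43-toxic yeast measured as ATP luminescence (BacTiter-Glo). Cells grown to mid-log in raffinose, induced in galactose at OD600=0.02, exposed to compound 24 hr at 30 deg C.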
KB-3-1 cytotox: qHTS assay for MDR1-selective chemotherapeutics: Primary screen using the parental adenocarcinoma cell KB-3-1. actives 1.4% (n = 400,000). Potency, µM (top dose mostly 46.1 µM), inactives show top-dose activity change, negative = cytotoxic, hits mostly cytotoxic. KB-3-1 viability, CellTiter-Glo ATP luminescence, 72 h; also: % is scaled to controls: 0 for no effect and ±100 for the full control effect; nearly all actives have a fitted effect of over 60% in size
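Using CellTiter-Glo luminescence, growth of non-resistant KB-3-1 adenocarcinoma cells is assessed 72 h after pin-tool compound addition at 37 °C. Normalized responses across the concentration series yield fitted curves.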
Numbers without * were called inactive; ? = inconclusive; . = no result given; [ ] = remark or other dose. Calls follow the shape of the dose curve; as a rule, active = well fitted curve in the direction sought with a large enough effect; inconclusive = small, poorly fitted or top-dose-only effect, or another doubt; inactive = no such curve, though single readings can be large; an effect the other way counts as inactive or inconclusive. Potency is read from the fitted curve at half-maximal effect. Hits appear at their usual frequency (roughly 9.4% active in at least one column).

SMILES	GLP-1R inv ag	HT1080NT lethal	HT1080 IDH1KD tx	SW480 rereplic	GLP1R cytotox	GLP1R ag	KB-V1 MDR tox	TDP43 rescue	KB-3-1 cytotox
COC(CN(C)C(=O)c1ccc(CS(=O)(=O)c2ccccc2C)o1)OC	6%	13%	11%	-5%	0%	-2%	0%	-10%	8%
Cc1nn(C)c(C)c1S(=O)(=O)N1CCc2ccccc21	-17%	-5%	-9%	9%	81%[activator]	-13%	0%	-16%	-27%
O=C(c1ccccc1)n1nc(-c2ccco2)nc1NCc1ccccc1Cl	16%	.	.	.	4%	.	?	6%	2%
N=c1c(C(=O)NCCc2ccccc2)cc2c(=O)n3ccccc3nc2n1Cc1ccco1	3%	?	?	18µM*	?	11%	?	-1%	0%
CC(=O)Nc1cccc(C(=O)N2CCN(Cc3ccccc3)CC2)c1	-16%	7%	12%	0%	13%	3%	3%	5%	12%
CCCCN(C(=O)C1CCC1)c1c(N)n(CC(C)C)c(=O)[nH]c1=O	-6%	5%	8%	-6%	1%	-12%	-2%	19%	1%
COc1cccc(-c2oc3c(c2C#CC2(N)CCCCC2)C(O)CCC3)c1 (configuration not stated)	-30%	16µM*	?	.	21%	-3%	?	5%	?
C[C@H]1CN([C@@H](C)CO)C(=O)c2cc(C#CC3(O)CCCC3)cnc2O[C@H]1CN(C)C(=O)C1CC1	0%	13%	-1%	.	1%	4%	0%	23%	0%
Cc1ccc(CC(=O)Nc2cc(C)on2)cc1	16%	21%	23%	-10%	-1%	-1%	15%	?	0%
NNC(=S)Nc1ccc(S(=O)(=O)N2CCCCC2)cc1	14%	-4%	-22%	?	-8%	1%	-4%	-5%	-1%
CN(C(=O)NC1CC(=O)N(c2ccc3c(c2)OCCO3)C1)c1ccccc1 (configuration not stated)	3%	0%	6%	-2%	16%	-4%	-14%	7%	-4%
O=C(c1ccc(-n2cncn2)c([N+](=O)[O-])c1)N1CCN(S(=O)(=O)c2ccccc2Br)CC1	-3%	6%	4%	4%	3%	2%	-22%	20%	-1%
COc1ccc(NC(=O)c2ccc(-c3nn(C)c(=O)c4ccccc34)cc2)cc1C(N)=O	30%	10%	1%	1%	1%	1%	0%	11%	15%
COC(=O)C1C(=O)C(C(=O)c2ccccc2)C(=O)CC1(C)C (configuration not stated)	-4%	-3%	-3%	-17%	3%	-1%	?	24%	?
COc1cccc(CN(C)C(=O)C23CC4CC(CC(NC(C)=O)(C4)C2)C3)c1OC	-18%	2%	3%	3%	-11%	4%	-11%	4%	30%
CC1(C(=O)Nc2ccc3nc[nH]c3c2)CCN1C(=O)CCc1ccccc1 (configuration not stated)	16%	?	14%	.	1%	7%	5%	13%	0%
COC(=O)CCC(=O)Nc1c(C)n(C)n(-c2ccccc2)c1=O	-21%	18%	16%	2%	6%	6%	?	-15%	?
Cc1ccc(C(=O)NCC(c2ccco2)S(=O)(=O)c2ccc(Cl)cc2)cc1C (configuration not stated)	-26%	.	.	.	0%	.	1%	5%	-5%
O=S(=O)(Nc1nc2ccccc2nc1Nc1ccccc1Br)c1ccccc1	-4%	.	.	.	16%	-3%	-8%	-1%	-16%
O=C(O)CCSc1nnc(-c2ccc(Cl)cc2Cl)o1	?	.	.	.	16%	.	0%	26%	1%

Compound profiles, as listed above.
Shown for COc1ccc(NC(=O)c2ccc(-c3nn(C)c(=O)c4ccccc34)cc2)cc1C(N)=O → GLP-1R inv ag = 30%; HT1080NT lethal = 10%; HT1080 IDH1KD tx = 1%; SW480 rereplic = 1%; GLP1R cytotox = 1%; GLP1R ag = 1%; KB-V1 MDR tox = 0%; TDP43 rescue = 11%; KB-3-1 cytotox = 15%
Shown for O=C(O)CCSc1nnc(-c2ccc(Cl)cc2Cl)o1 → GLP-1R inv ag = ?; HT1080NT lethal = .; HT1080 IDH1KD tx = .; SW480 rereplic = .; GLP1R cytotox = 16%; GLP1R ag = .; KB-V1 MDR tox = 0%; TDP43 rescue = 26%; KB-3-1 cytotox = 1%
Shown for COC(=O)C1C(=O)C(C(=O)c2ccccc2)C(=O)CC1(C)C (configuration not stated) → GLP-1R inv ag = -4%; HT1080NT lethal = -3%; HT1080 IDH1KD tx = -3%; SW480 rereplic = -17%; GLP1R cytotox = 3%; GLP1R ag = -1%; KB-V1 MDR tox = ?; TDP43 rescue = 24%; KB-3-1 cytotox = ?

(more compounds)
SMILES	GLP-1R inv ag	HT1080NT lethal	HT1080 IDH1KD tx	SW480 rereplic	GLP1R cytotox	GLP1R ag	KB-V1 MDR tox	TDP43 rescue	KB-3-1 cytotox
Cc1cc(C)cc(OCC(O)CN2CC(C)OC(C)C2)c1 (configuration not stated)	6%	0%	20%	-4%	14%	-9%	-22%	-6%	-6%
CC1CCN(C(=O)/C(=C\c2cccs2)NC(=O)c2ccccc2)CC1	-9%	5%	6%	11%	-4%	3%	?	-15%	14%
OCCNc1nc(Nc2ccccc2OC(F)(F)F)nc(N2CCCC2)n1	.	.	.	1%	.	21%	-6%	.	0%
COCc1c(C(=O)OCC(=O)NCCc2ccc(S(N)(=O)=O)cc2)oc2ccccc12	5%	15%	1%	-3%	9%	-6%	-9%	13%	4%
COc1ccc(Cl)cc1NC(=S)NNC(=O)CC(C)C	4%	3%	14%	-1%	1%	1%	-22%	3%	-9%
CCCCCCCCN1C(=O)[C@H](CC(=O)NCCc2ccccc2OC)C[C@@]2(C(=O)OCC)CCCC=C12	?	?	?	.	-28%	-2%	21µM*	-5%	-10%
CCN(CC(=O)Nc1c(F)cccc1F)C(=O)Cn1[nH]c(=O)c2ccccc2c1=O	13%	-9%	-2%	-13%	1%	10%	?	22%	16%
CCOc1ccc(-c2nc(CN(Cc3ccccc3)C[C@@H]3CCC(=O)N3)c(C)o2)cc1	?	?	?	13%	-5%	19%	0%	-11%[1.82 µM]	0%
Cc1nn(C(C)C(=O)NCc2ccco2)c(C)c1[N+](=O)[O-] (configuration not stated)	5%	25%	16%	8%	9%	2%	5%	7%	7%
CN(C)c1cc(-c2ccc(Cl)cc2)oc(=O)c1Cl	-30%	-20%	-18%	-91%[inhibitor]	6%	18%	?	?	7%
CCOc1ccc(C(C)=O)cc1Cn1nc(C(=O)O)c2ccccc2c1=O	73%[activator]	-12%	-18%	-4%	-3%	?	-8%	20%	9%
CC(=O)N(Cc1cc2ccccc2[nH]c1=O)c1ccc(C)cc1	0%	3%	0%	22%	-3%	10%	-6%	11%	5%
Cc1cc(C)cc(N2C(=O)CC(n3ccnc3)C2=O)c1 (configuration not stated)	16%	13%	6%	-9%	0%	-19%	?	23%	1%
CCOC(=O)c1c(N)sc(C(=O)Nc2ccccc2F)c1C	-9%	9%	4%	-5%	3%	4%	22%	15%	0%
Cc1ccccc1Cn1nc(C)c(NC(=O)c2cc(-c3cccs3)on2)c1C	9%	0%	?	-1%	24%	5%	-11%	-6%	-9%
CC(C)(C)OC(=O)CC(S(=O)(=O)c1ccccc1)S(=O)(=O)c1ccccc1	?	?	?	.	?	-5%	14%	0%	-6%
CCN(C(=O)CSc1ccc2ccccc2n1)C1CCS(=O)(=O)C1 (configuration not stated)	-23%	1%	2%	-3%	7%	3%	?	-27%	16%
O=C(O)C1(P(=O)(c2ccccc2)c2ccccc2)CCC1	0%	15%	17%	-3%	-8%	0%	4%	-29%	8%
CN(C)C(=O)N1CCC(C(=O)N2CCCC(C(=O)c3ccc(C(C)(C)C)cc3)C2)CC1 (configuration not stated)	-25%	-1%	-12%	?	-1%	-1%	-10%	2%	-8%
O=C(c1ccc(Br)cc1)c1coc2ccc(O)cc12	9%	-16%	-6%	?	-5%	11%	-15%	17%	3%
O=C(NCCOc1ccccc1Cl)c1ncn[nH]1	10%	5%	3%	-2%	6%	1%	6%	8%	2%
O=C(CCc1ccccc1)NC1(Cc2ccccc2)CCN(CCc2cccs2)C1=O (configuration not stated)	10µM*	-3%	-16%	-1%	12%	19%	5%	4%	3%
Cc1ccc(OCCCn2c(-c3ccc(Cl)cc3)nc3ccccc3c2=O)cc1C	-6%	.	.	.	2%	.	?	6%	3%
COc1ccc(CCC(C)N2CCOCC2)cc1 (configuration not stated)	42%[activator]	7%	6%	1%	-6%	-1%	0%	-6%	10%
CC1CCCCC12NC(=O)N(CC(=O)Nc1sc3c(c1C(N)=O)CCC3)C2=O (configuration not stated)	4%	5%	10%	-5%	-4%	-6%	-2%	-6%	19%
Cc1ccc(S(=O)(=O)Oc2ccc(/C=C(/NC(=O)c3ccccc3)C(=O)NC(C)C(=O)O)cc2)cc1 (configuration not stated)	4%	8%	9%	-42%[inhibitor]	4%	-5%	-4%	22%	13%
CC(=O)N/N=C(\C)c1cccc(NC(=O)c2cccs2)c1	14%	14%	8%	237%	16%	6%	-21%	9%	3%
Cc1ccc2cc(CCNS(=O)(=O)c3ccc(F)cc3)c(=O)[nH]c2c1	-19%	12%	6%	-7%	0%	9%	-10%	18%	-9%
Cc1noc(C)c1COc1ccccc1C(=O)N(C)CC(=O)Nc1cccc(F)c1	-2%	-6%	-6%	14%	14%	3%	?	-17%	2%
CCN1CCC(NC(=O)Nc2cccc(C(F)(F)F)c2)CC1	?	3%	11%	14%	-6%	0%	-7%	-4%	-4%
O=C(c1c[nH]c(C(=O)C(Cl)(Cl)Cl)c1)c1ccc(F)cc1F	3%	-1%	-1%	?	10%	0%	-1%	6%	6%
O=C(COc1ccc(F)cc1)N1CCCc2ccccc21	-25%	-2%	-2%	-10%	7%	-5%	-6%	21%	3%
CCSc1nnc(NC(=O)Cc2ccccc2OC)s1	1%	-10%	-5%	2%[9.22 µM]	13%	-7%	6%	-16%	16%

From PubChem
